Bioassay records as filed in PubChem.
SKN-1 block = suppressors of acrylamide-induced Pgst-4::GFP reporter in worms, primary screen, SKN-1 inhibitor project, whole organism, uHTS, GFP/RFP fluorescence ratio, strain VP596 | C. elegans VP596 Pgst-4::GFP/RFP ratio, 24 h | inhibition, % at 21.8 µM | 360,000 tested, 0.49% active;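 active = interference check ratio from 0.5 to 1.5 plus GFP to RFP signal ratio inhibition reaching or exceeding a fixed threshold, cut at about 30% in these data, passing the limit was not always enough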; note: some compounds called inactive have numbers as strong as hits
MT1-MMP act inh = blockers of MT1-MMP proenzyme processing, primary screen, HT1080 RFP-PRO-GFP cells, GFP/RFP fluorescence; GFP/RFP ratio change, % at 20 µM; AID 651647, 2012; 360,000 tested, 0.061% active; GFP/RFP ratio fluorescence, overnight; percent of plate control window, DMSO zero;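 active = GFP/RFP ratio change of at least 30% with cell ATP level not reduced by more than half and red fluorescence within 50% of control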; note: strong numbers were not always called active
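system = RFP-PRO-GFP reporter HT1080 cells | dosing = 20 µM single dose, 1% DMSO | timing = overnight cell settling, then overnight compound exposure, 37 °C, 5% CO2 | read-out basis = GFP/RFP fluorescence ratio | controls = DMSO and RFP-L50D-GFP cell wells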
eLon inh = inhibitors of E. coli Lon protease, primary screen, biochemical, fluorescence polarization; inhibition, % at 7.94 µM; purified E. coli Lon protease; AID 602123, 2011; 360,000 tested, 0.42% active; P0A9M0; in the data active = inhibition above about 13%, passing the limit was not always enough;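 note: 0% = enzyme with probe and DMSO and 100% = no enzyme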
NRP1-CendR mod = modulators of CendR peptide binding to NRP-1, primary screen, biochemical, fluorescence polarization, uHTS; Neuropilin-1 (Homo sapiens), O14786; FAM-RPARPAR peptide binding to NRP-1; inhibition, % at 25 µM; 360,000 tested, 0.85% active;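 active = inhibition or corrected inhibition above about 18%, plus a signal ratio from 0.5 to 1.5, limit read from the data, passing the limit was not always enough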; note: strong numbers were not always called active
Target sequence (O14786 whole entry, looked up): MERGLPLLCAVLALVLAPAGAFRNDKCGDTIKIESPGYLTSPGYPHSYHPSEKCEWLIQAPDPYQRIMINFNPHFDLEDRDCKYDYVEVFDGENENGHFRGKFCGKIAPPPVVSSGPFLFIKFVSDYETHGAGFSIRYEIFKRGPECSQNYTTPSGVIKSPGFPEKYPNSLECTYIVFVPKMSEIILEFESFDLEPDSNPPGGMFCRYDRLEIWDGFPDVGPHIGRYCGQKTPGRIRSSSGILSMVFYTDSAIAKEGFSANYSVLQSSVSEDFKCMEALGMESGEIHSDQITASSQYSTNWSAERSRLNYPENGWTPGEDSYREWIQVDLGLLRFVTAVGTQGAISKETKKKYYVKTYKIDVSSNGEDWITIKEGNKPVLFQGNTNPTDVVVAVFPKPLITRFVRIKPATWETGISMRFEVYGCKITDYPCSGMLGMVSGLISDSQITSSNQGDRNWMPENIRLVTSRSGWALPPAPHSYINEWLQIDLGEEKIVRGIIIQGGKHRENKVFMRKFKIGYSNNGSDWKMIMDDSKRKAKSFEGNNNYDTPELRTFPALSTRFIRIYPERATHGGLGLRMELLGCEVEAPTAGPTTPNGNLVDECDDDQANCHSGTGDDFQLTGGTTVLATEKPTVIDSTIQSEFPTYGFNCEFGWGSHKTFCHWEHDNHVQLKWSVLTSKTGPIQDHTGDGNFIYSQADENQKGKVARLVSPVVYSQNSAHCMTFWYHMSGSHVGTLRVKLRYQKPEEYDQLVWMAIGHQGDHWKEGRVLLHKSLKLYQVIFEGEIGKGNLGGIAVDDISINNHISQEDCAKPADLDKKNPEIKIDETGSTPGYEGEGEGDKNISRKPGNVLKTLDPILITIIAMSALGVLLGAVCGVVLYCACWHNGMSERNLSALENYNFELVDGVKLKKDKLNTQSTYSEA
Rin1 Abl inh = inhibitors of Rin1-Abl protein binding, primary screen, biochemical, TR-FRET; Tyrosine-protein kinase ABL1 (Homo sapiens) + Ras and Rab interactor 1 (Homo sapiens), …; inhibition, % at 7.35 µM; 360,000 tested, 0.4% active; AID 588664, 2011; in the data active = inhibition above about 5%, passing the limit was not always enough
FAS-TE inh = FAS thioesterase domain inhibitors, primary screen, biochemical, fluorescence intensity, uHTS | Fatty acid synthase (Homo sapiens), P49327 | recombinant FAS-TE, OMFH fluorogenic substrate, fluorescence endpoint | inhibition, % at 15 µM | 360,000 tested, 0.67% active | AID 602261, 2012;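 active = compounds whose normalised, plate-corrected inhibition of enzyme fluorescence in the single-dose primary screen is 50% or more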;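 note: 0% = DMSO with enzyme and 100% = substrate without enzyme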
Neddyl block = inhibitors of cullin neddylation, primary screen, biochemical, TR-FRET, uHTS, NAE and Ubc12 | calls only at 25 µM | NEDD8-conjugating enzyme Ubc12 (Homo sapiens) + NEDD8-activating enzyme E1 regulatory … | 360,000 tested, 0.58% active | AID 651699, 2012; in the data active = inhibition above about 36%
MsrA act = bovine MsrA enzyme activators, primary screen, biochemical, absorbance, HTS. Methionine sulfoxide reductase A (Bos taurus). purified bovine MsrA, absorbance read-out. activation, % at 10.6 µM. 360,000 tested, 0.3% active. AID 602163, 2012; in the data active = activation above about 7.5%;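 note: 0% = vehicle and 100% = reference activator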
PABP1 MLLE inh = inhibitors of PABP1 MLLE–PAM2 peptide binding, primary screen, biochemical, fluorescence polarization, FITC-PAM2, GST-MLLE | 360,000 tested, 0.36% active | inhibition, % at 20 µM | AID 588489, 2011 | Polyadenylate-binding protein 1 (Homo sapiens), P11940; in the data active = inhibition above about 35%, passing the limit was not always enough;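 note: plate controls were DMSO wells with GST-MLLE for no effect and wells lacking GST-MLLE protein for full effect; some results filed as inactive read as strong as hits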
Active calls of the source: *; i = inactive; x = not tested or not shown.

SMILES,SKN-1 block,MT1-MMP act inh,eLon inh,NRP1-CendR mod,Rin1 Abl inh,FAS-TE inh,Neddyl block,MsrA act,PABP1 MLLE inh
O=C(COC(=O)C1CCN(S(=O)(=O)c2c(Cl)cccc2Cl)CC1)NCc1ccco1,9,3,-3,-6,5,5,i,-2,-9
COc1cc(OC)nc(NC(=O)C(C)C)n1,-13,2,-4,8,-7,-5,i,-2,-11
COc1ccc(/C=C/c2noc(-c3ccccc3O)n2)cc1,-17,-5,-2,2,-3,-1,i,-1,8
CNC(=S)NNc1nc(N2CCOCC2)nc(N2CCOCC2)n1,-6,-4,-6,5,2,-10,i,-8,-82
CC[C@@H]1CC2=C(C(=O)OC(C)(C)O2)[C@H](c2ccc(F)cc2)O1,15,4,-2,12,5,-4,i,0,-15
C=CCNCCCCOc1ccc(Br)cc1C,14,4,-2,10,1,-9,i,-2,13
CC(C)(C)[C@H]1COC(=O)CC/C=C\C[C@@H](CC(=O)N(CCO)Cc2ccccc2)C(=O)N1,11,6,-3,16,-1,-9,i,-2,-3
CC(C)N(C(=O)Cn1c(SCC(=O)NC2CC2)nc2ccccc21)C(C)C,14,-2,1,-11,1,-2,i,-2,4
CC(C)(C)c1ccc(C(O)c2ncc(-c3ccc(F)cc3)[nH]2)cc1 (centres undefined),3,1,3,3,0,38,i,-5,-4
O=C(CSc1ncnc2c1cnn2-c1ccccc1Cl)N1CCN(C(=O)c2ccco2)CC1,2,7,-4,-1,0,-1,i,-3,-11
COc1ccccc1C1CCN(C(=O)c2cccc([N+](=O)[O-])c2)CC1,1,1,-10,5,-1,21,i,-2,3
O=C(CC1CCCC1)Nc1nnc(C2CC2)s1,15,3,-2,-7,1,-8,i,-1,28
CC(=O)c1ccc(N2CCN(C3CCC(C(C)(C)C)CC3)CC2)cc1 (centres undefined),-3,1,-6,4,2,4,i,-1,5
CN(Cc1cccc(F)c1)C(=O)c1ccc(S(=O)(=O)N2CCCCCC2)cc1,-2,-4,-8,-12,0,2,i,-9,3
Cc1c(NC(=O)C(C)OC(=O)c2ncc(Cl)c(Cl)c2Cl)c(=O)n(-c2ccccc2)n1C (centres undefined),7,4,-7,9,4,-6,i,-3,13
Cc1cccc(NC(=S)NC23CN4CN(CN(C4)C2)C3)c1,10,2,2,-3,2,-7,i,0,-10
COc1ccccc1NC(=O)c1coc(=O)c(Br)c1,1,1,2,-9,-1,-9,i,-4,-7
COc1ccc(C(C)=O)cc1CN1C(=O)C(C)ON=C1c1ncccc1C (centres undefined),6,3,0,2,2,-6,i,-6,-1
Cc1cc(C)cc(N(CC(=O)NCc2ccco2)S(=O)(=O)c2c(C)noc2C)c1,-7,-2,-7,-3,-3,-2,i,-3,14
C[C@]12c3[nH]c4cc(-c5ccco5)ccc4c3CCN1C(=O)[C@@H](CC(=O)NCCN1CCOCC1)C[C@@H]2C(=O)N1CCCCC1,3,-3,-5,-6,-2,-5,x,6,4
Cc1cc(C)c2cc(C#N)c(NCCOC(=O)c3ccccc3C)nc2c1,-4,-1,-5,8,0,27,i,-3,0
O=C(NCCc1cnc[nH]1)Nc1cccc(C(F)(F)F)c1,-4,7,-13,13,1,-2,i,-11,-8
Cn1c(C2CCCCC2)nc2c1c(=O)[nH]c(=O)n2Cc1ccccc1,1,3,-3,11,0,-5,i,-2,17
Cc1cc(C(=O)Nc2c(C)nn(Cc3ccccc3)c2C)on1,4,0,-5,-6,-4,-8,i,0,1
Cc1c(Cl)cccc1NC(=S)NCCc1ccccn1,8,6,-8,-6,-3,-2,i,1,17
CCC1Oc2ccc(C)cc2N(CC(=O)NCC2COc3ccccc3O2)C1=O (centres undefined),30,-1,7,-4,-2,16,i,-1,5
CN(CC(=O)Nc1ccc(Cl)c(C(F)(F)F)c1)C(=O)C1CCCO1 (centres undefined),3,3,6,-5,1,4,i,-7,7
N#C/C(=N\Nc1ccc(S(=O)(=O)N2CCCCC2)cc1)C(N)=S,-4,4,-9,-7,-2,-4,i,-3,11
C=CCOC(=O)C1=C(C)OC(N)=C(C#N)C1c1ccc(OC)c(CSc2ccccn2)c1 (centres undefined),15,3,11,-5,6,4,i,-1,11
O=c1[nH]n(Cc2ccccc2)c2ccccc12,2,0,12,3,0,-4,x,-5,-28
COc1cc(/C=N/NC(=S)Nc2cccc(Cl)c2C)ccc1OCC(=O)N1CC(C)OC(C)C1 (centres undefined),4,-5,-9,1,0,15,i,-5,36
COc1ccccc1N1CCN(C(=O)NCc2cccc(C(F)(F)F)c2)CC1,-4,2,4,4,0,4,i,3,-11
CC(/C=C/c1ccccc1)=N\NC(=O)Cn1nc(C)cc1C,5,-1,5,1,0,0,i,-7,0
COc1ccc(-n2ccnc(SCC(=O)NCc3ccccc3Cl)c2=O)cc1,17,1,-9,6,-2,-5,i,-1,32
COc1cccc(CNC(=O)C2=Cc3cccc(OC)c3OC2)c1,-5,-6,-1,4,0,0,i,0,6
Cc1ccc(S(=O)(=O)N(C)C)cc1NC(=O)C1CCN(C(=O)Nc2ccccc2)CC1,2,3,5,1,2,-4,i,-4,8
CCCCNC(=O)NNC(=O)C1CC1(c1ccccc1)c1ccccc1 (centres undefined),3,-2,5,-4,1,-4,i,-3,8
Cc1ccn(Cc2n[nH]c(=S)n2Cc2ccccc2)n1,-4,-2,12,2,2,-7,i,3,-8
CCCCNC(=O)CN1C(=O)NC2(CCCc3ccccc32)C1=O (centres undefined),8,-1,-5,0,-2,-10,i,-15,-21
Cc1ccc(NC(=O)N2CCCC2C(=O)NCCC2=CCCCC2)cc1 (centres undefined),-7,-1,3,-18,-6,-6,i,-3,-5
CCOC(=O)c1sc(NC(NC(=O)c2ccco2)(C(=O)OC)C(F)(F)F)nc1C (centres undefined),-4,0,-5,-15,-1,2,i,-8,-1
O=C(Cc1cccc(NC(=O)C2CCCN(C(=O)C3CC3)C2)c1)Nc1cccc(C(=O)N2CCOCC2)c1 (centres undefined),-4,2,-8,9,-2,-7,i,-6,4
Cc1cc(=O)n2[nH]c(C)c(-c3ccc(Cl)cc3)c2n1,6,10,-1,-1,4,-2,i,1,-38
O=C(c1ccccc1)N1CCCCC(Sc2nnnn2-c2ccccc2)C1=O (centres undefined),4,10,-3,-12,3,13,i,-2,-70
O=C(CN(Cc1ccccc1Cl)S(=O)(=O)c1ccc(Cl)cc1)N/N=C/c1ccc(C(=O)O)cc1,6,-1,-2,-6,0,41,i,-10,-2
Cc1noc(C)c1COc1ccc(C(=O)OCC(=O)Nc2ccc3ccccc3c2)cc1,4,11,0,-1,-2,26,i,-8,-2
C[C@H](NC(=O)[C@@H]1CSC2c3ccccc3C(=O)N21)C(=O)NCCc1ccccc1 (some centres undefined),-1,-3,-7,0,2,-16,i,-1,3
CSCC[C@H](NC(=O)Cc1c(C)c2c(cc(C)c3c(C)coc32)oc1=O)C(=O)O,-13,-1,-10,-11,4,-1,x,-4,-1
COc1ccc(N=C2SC(CC(=O)Nc3ccccc3)C(=O)N2CCN2CCOCC2)cc1 (centres undefined),-2,1,-4,4,-2,0,i,-2,-4
N#Cc1nc(Cc2cccc3ccccc23)oc1NCc1ccco1,-17,-10,6,-12,-3,22,i,-3,0
O=C1C=C(c2cc(F)ccc2F)C[C@@H](c2ccc(F)cc2)C1,5,7,2,-8,-3,26,i,-2,-3
CCOCCCNCc1ccc(OCc2ccccc2C)c(OC)c1,21,-6,2,14,-2,1,i,-2,2
CC1Cc2nc(SCC(N)=O)n(Cc3ccccc3)c(=O)c2S1 (centres undefined),-6,2,-11,-9,1,-1,i,-4,-13
Cc1cc(N2CCN(C)CC2)ccc1NC(=O)c1ccc(-c2ccc(Cl)cc2)o1,10,-1,12,0,0,4,i,-7,-21
Cc1cc(C)n(CC(=O)N2CCc3ccccc32)c(=O)c1C#N,9,-1,-1,1,-2,3,i,-1,-10
O=C(COC(=O)c1cnccn1)NC(=O)c1ccccc1,1,4,-7,2,2,-6,i,-2,9
COc1ccc(C2C=C(C)Nc3nc(SC)nn32)cc1 (centres undefined),-20,3,-8,-2,-2,-5,x,-3,13
Cc1cc(NC(=O)CCC(=O)N(c2cccnc2)C(C(=O)NC2CCCC2)c2ccccc2)no1 (centres undefined),0,-2,-4,10,0,-10,i,0,-9
COc1ccccc1OCC(=O)N1CCNC1=O,-6,2,-8,-1,1,-8,i,-2,-2
O=C(CN1NS(=O)(=O)c2ccccc2C1=O)Nc1ccccc1OC(F)F,-3,3,-5,-4,-2,-4,i,0,-14
COc1ccc(CCNC(=O)Cn2cccc2C(=O)c2ccccc2C)cc1OC,5,-4,-14,-12,2,-3,i,-8,-3

Whole records, looked up by structure:
COc1cc(/C=N/NC(=S)Nc2cccc(Cl)c2C)ccc1OCC(=O)N1CC(C)OC(C)C1 (centres undefined) across the screens: SKN-1 block: 4; MT1-MMP act inh: -5; eLon inh: -9; NRP1-CendR mod: 1; Rin1 Abl inh: 0; FAS-TE inh: 15; Neddyl block: i; MsrA act: -5; PABP1 MLLE inh: 36
Cc1ccn(Cc2n[nH]c(=S)n2Cc2ccccc2)n1 across the screens: SKN-1 block: -4; MT1-MMP act inh: -2; eLon inh: 12; NRP1-CendR mod: 2; Rin1 Abl inh: 2; FAS-TE inh: -7; Neddyl block: i; MsrA act: 3; PABP1 MLLE inh: -8
